PTHR1 agonist – agonists of human PTHR1 parathyroid hormone receptor; Q03431; HEK293 GP2 PTHR1 cells, GloSensor cAMP luminescence, 1 h; Potency, µM (highest dose often 115 µM), for inactives: top-dose activation, hits mostly activators; 410,000 compounds, 0.075% hits; also: potency is read from the fitted curve at half-maximal effect; nearly all actives have a fitted effect of over 55% in size; some results filed as inactive show a strong effect at the top dose; inactives centre near -15; many of its hits are not listed in these tables
Target sequence (Q03431 whole entry, looked up): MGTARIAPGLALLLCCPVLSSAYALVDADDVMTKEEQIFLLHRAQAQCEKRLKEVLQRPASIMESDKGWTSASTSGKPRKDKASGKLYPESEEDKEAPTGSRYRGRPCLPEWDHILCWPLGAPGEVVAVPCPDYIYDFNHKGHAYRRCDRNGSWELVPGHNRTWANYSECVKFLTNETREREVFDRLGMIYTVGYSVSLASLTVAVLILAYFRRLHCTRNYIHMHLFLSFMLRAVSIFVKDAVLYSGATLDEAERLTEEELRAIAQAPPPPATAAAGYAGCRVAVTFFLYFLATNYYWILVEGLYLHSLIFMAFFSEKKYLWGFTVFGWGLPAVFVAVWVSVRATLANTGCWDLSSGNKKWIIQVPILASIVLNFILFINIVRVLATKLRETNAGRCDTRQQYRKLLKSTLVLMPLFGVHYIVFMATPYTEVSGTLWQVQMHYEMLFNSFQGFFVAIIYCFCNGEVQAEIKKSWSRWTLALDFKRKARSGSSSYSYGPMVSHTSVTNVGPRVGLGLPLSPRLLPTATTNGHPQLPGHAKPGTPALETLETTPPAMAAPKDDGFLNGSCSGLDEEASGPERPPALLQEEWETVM
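HEK-293-derived GP2 cells expressing PTHR1 and a GloSensor cAMP reporter, 3,000/well, plated overnight, given luciferin plus IBMX (each 0.5 mM as added) for 1 h at 37 °C, then compound for 1 h at 37 °C. Luminescence was read after 15 min at room temperature.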
TDP-43 yeast inh – rescues yeast growth from TDP-43 toxicity; TDP-43 expressing yeast growth rescue, BacTiter-Glo, 24 h; Potency, µM (titrated, usually from 46.1 µM), for the others: at the highest dose growth rescue (activation), hits mostly activators; 410,000 compounds, 1.8% hits; AID 652104; also: potency is read from the fitted curve at half-maximal effect; % of control where 0% means no effect; nearly all actives have a fitted effect of over 50% in size
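In this qHTS, compounds that restore growth of yeast expressing TDP-43 appear as activators. Cells (OD600=0.02, galactose medium, raffinose-pregrown) are incubated with compound 24 hr at 30 deg C and growth is quantified by BacTiter-Glo.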
GLP1R inv ag – inverse agonists of human GLP-1 receptor. AID 624417. Potency, µM (doses to about 38.3 µM), without a hit: top-dose activity change, negative = inhibition, actives largely listed as inhibitors. HEK293 GLP-1R CRE-luciferase, luminescence, 24 h; GLP-1R form is constitutively active. P43220. 410,000 compounds, 1.6% hits; also: potency is read from the fitted curve at half-maximal effect; % is scaled to controls: 0 for no effect and ±100 for the full control effect; nearly all actives have a fitted effect of over 55% in size
Target sequence (P43220 whole entry, looked up): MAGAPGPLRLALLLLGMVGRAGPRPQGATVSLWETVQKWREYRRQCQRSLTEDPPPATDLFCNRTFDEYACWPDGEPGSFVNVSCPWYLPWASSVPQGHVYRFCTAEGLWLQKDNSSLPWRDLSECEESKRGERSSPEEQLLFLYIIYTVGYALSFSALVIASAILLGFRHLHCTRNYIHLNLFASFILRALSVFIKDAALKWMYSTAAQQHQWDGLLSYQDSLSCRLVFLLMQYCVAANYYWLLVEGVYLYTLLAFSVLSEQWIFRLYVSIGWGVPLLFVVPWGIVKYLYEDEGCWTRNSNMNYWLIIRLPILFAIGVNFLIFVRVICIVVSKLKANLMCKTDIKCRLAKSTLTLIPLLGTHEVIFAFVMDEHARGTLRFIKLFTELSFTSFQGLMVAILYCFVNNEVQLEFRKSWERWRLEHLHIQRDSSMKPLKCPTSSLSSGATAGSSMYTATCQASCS
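qHTS in 1536-well format: reporter HEK293 cells expressing constitutive GLP-1R activity in DMEM + 10% Nu serum, 24 hr with compounds at 37 deg C, luminescence read after 12 min with detection reagent.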
FUS suppressor – rescues growth of FUS-expressing yeast. AID 1347120. Potency, µM (top dose mostly 76.6 µM), inactives show at the top dose growth rescue (activation), hits mostly activators. 390,000 compounds, 0.24% hits. S. cerevisiae FUS-expressing, growth rescue, OD600, 24 h;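 also: potency is read from the fitted curve at half-maximal effect; plate controls were DMSO vehicle for no effect and reference control for full effect; nearly all actives have a fitted effect of over 55% in size; some results filed as inactive show a strong effect at the top dose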
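FUS-expressing yeast, raffinose-pregrown, induced in 2% galactose minimal medium at OD 0.005; compounds in a dilution series, 24hr at 30C. Growth restoration read as absorbance at 600 nm. CP55940 positive control, DMSO negative.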
Abeta yeast res – compounds reversing amyloid beta toxicity in yeast | yeast expressing A-beta42, growth rescue, OD600, 48 h; response scale: 0% DMSO, 100% iron-clioquinol control | Potency, µM (top dose mostly 46.1 µM), for inactives: at the top dose growth rescue, usual class: activators | 410,000 compounds, 0.063% hits; also: potency is read from the fitted curve at half-maximal effect; nearly all actives have a fitted effect of over 55% in size
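Yeast A-beta toxicity model in growth medium with pinned compounds, 48 h at 30 C; growth read as absorbance at 600 nm. Normalized to FeCl3/clioquinol equimolar mix (positive) and DMSO (negative).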
Mm-Cpn inhibitor – M. maripaludis TRiC chaperonin inhibition; purified Mm-Cpn ATPase, ADP Transcreener TR-FRET; Potency, µM (top dose mostly 76.9 µM), inactives show top-dose activity, negative = inhibition, most hits filed as inhibitors; 330,000 compounds, 0.031% hits; AID 504842; also: potency is read from the fitted curve at half-maximal effect; % is scaled to controls: 0 for no effect and ±100 for the full control effect; nearly all actives have a fitted effect of over 80% in size
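Reaction buffer contained 30 mM Tris pH 7.4, 100 mM KCl, 5 mM MgCl2 and 1 mM DTT. Mm-CPN (25 nM final) hydrolysed 10 uM ATP over 30 min at 37°C; ADP was read by HTRF.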
pAkt inh – blocks phosphorylation of Akt; Neuro2A IGF-stimulated pAkt S473 HTRF, 20 min; stronger effect = lower value; AID 651550; activity change, % for hits at 50 µM; 360,000 compounds, 0.32% hits; in the data active = activity change below about -80%; inconclusive = mostly about -51% to -80%; also: % is scaled to controls: 0 for no effect and ±100 for the full control effect
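Single-point screen (50 µM final compound) in Neuro2A cells stimulated 20 min with 6 nM IGF at 37 deg C. After lysis, Ser473-phosphorylated Akt read by HTRF (ex 330 nm, em 615/665 nm) as the 665/615 ratio.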
aSyn rescue – alpha-synuclein toxicity inhibition in yeast; Yeast expressing alpha-synuclein, growth rescue, BacTiter-Glo, 24 h; Potency, µM (titrated, usually from 46.1 µM), for inactives: at the top dose growth rescue (activation), most hits filed as activators; 370,000 compounds, 0.14% hits; AID 652106; also: potency is read from the fitted curve at half-maximal effect; % of control where 0% means no effect; nearly all actives have a fitted effect of over 65% in size
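Rescue of yeast growth: cells expressing toxic alpha-synuclein, induced in galactose at OD600 0.02, incubated with compound 24 h at 30 C. ATP luminescence quantified growth; inhibitors of toxicity appear as activators.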
HEK293 tox – cytotoxicity counter-screen for GLP-1 receptor inverse agonists | HEK293 cAMP-luciferase reporter cells, luminescence, 24 h | Potency, µM (doses to about 38.3 µM), inactives show at the top dose activity change, negative = inhibition, most hits filed as inhibitors | 410,000 compounds, 0.13% hits;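 also: loss of luciferase light is scored as toxicity; potency is read from the fitted curve at half-maximal effect; % is scaled to controls: 0 for no effect and ±100 for the full control effect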
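MLSMR compounds, 24 hr on cells at 37 deg C/5% CO2; luminescence after luciferase reagent (12 min RT). Inhibition counted as the undesired cytotoxic outcome.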
* hit, by the source's call; i = inactive; u = inconclusive; x = not tested or not shown; & = joins results of further samples; [ ] = dose if it differs, or a comment. Unless noted, calls follow the shape of the dose curve; as a rule, active = well fitted curve in the direction sought with a large enough effect; inconclusive = small, poorly fitted or top-dose-only effect, or another doubt; inactive = no such curve, though single readings can be large; an effect the other way counts as inactive or inconclusive. The list is partial; rates above refer to the full screens.

SMILES	PTHR1 agonist	TDP-43 yeast inh	GLP1R inv ag	FUS suppressor	Abeta yeast res	Mm-Cpn inhibitor	pAkt inh	aSyn rescue	HEK293 tox
Cc1cc(C)n(-c2ncc(-c3ccccc3)nn2)n1	-31.9%	0.0%	1.1%	17.0%	6.8%	0.8%	i	21.6%	-5.3%
Cc1cc(O)c(C2(O)C(=O)Nc3cc(Br)ccc32)cc1C (configuration not stated)	i	-13.6%	u	-57.2%	-3.2%	-1.5%	i	11.0%	-0.8%
Cc1ccc(Nc2nc3ccccc3nc2-n2nc(C)cc2C)cc1	-3.9%	18.5%	17.2%	-26.4%	3.8%	-0.8%	i	-0.1%	6.4%
Cc1oc2ncnc(N3CCCCC3)c2c1C(=O)NCC1CCN(Cc2ccccc2F)CC1	i	7.5%	u	3.7%	-17.2%	x	x	x	-9.7%
Cc1cc(C)cc(NC(=O)C2CCC(CNS(=O)(=O)c3ccc4c(c3)C(C)(C)C(=O)N4C)CC2)c1 (configuration not stated)	-83.6%[inhibitor]	4.7%	u	u	-1.5%	x	x	x	9.3%
COc1ccccc1N1CCN(S(=O)(=O)c2ccc([N+](=O)[O-])cc2)CC1	i	25.2%	-29.8%	-16.5%	9.0%	x	i	0.5%	2.0%
CN(C)C(=O)c1cc(C(=O)c2ccc(C(F)(F)F)cc2)c[nH]1	i	-6.9%	0.9%	-24.1%	-20.8%	1.1%	i	-1.4%	0.5%
O=C1C(c2ccccc2)CN1Cc1ccccc1 (configuration not stated)	-35.7%[inhibitor]	0.0%	-2.0%	-13.2%	4.0%	x	i	-1.0%	0.8%
Cc1cccc(NCCC(=O)c2ccc(Br)cc2)c1	-17.9%[57.5 µM]	u	-23.1%	-4.2%	-12.6%	-3.7%	i	0.2%	-0.9%
Cc1nc(Cl)c2c(n1)N(CC(N)=O)C(=O)CO2	i	11.2%	5.4%	-30.4%	2.9%	u	i	3.5%	5.4%
Cc1cnc(NC(=O)/C=C/c2ccc(Br)o2)s1	-22.4%	-2.4%	26.5%	-15.8%	4.2%	-0.4%	i	-19.6%	2.7%
CCc1ccc(C(=O)/C=C/Nc2ccc(S(=O)(=O)Nc3cnc4ccccc4n3)cc2)cc1	-1.0%	1.5%&0.6%	4.6%&17.4%	9.8%&18.1%	-1.4%&6.4%	0.6%	i	6.4%&4.0%	2.9%&-1.0%
Cc1ccc(-n2c(=O)c3sc4ccccc4c3n(CC(=O)NC3CCCC3)c2=O)cc1C	-41.2%[inhibitor]	6.5%	0.3%	7.0%	-1.4%	x	x	x	-3.8%
CCN(CC)c1ccc(/C=N/NC(=O)C2CC2)cc1	i	u	-6.3%	20.9%	-3.1%	-0.7%	i	9.2%	-5.0%
C1=CC2CCC1ON2c1ccccc1 (configuration not stated)	i	-5.8%	-22.1%	x	-10.0%	0.7%	i	-11.0%	-23.0%
Cc1ccnc(NS(=O)(=O)c2ccc(NC(=O)c3ccc(S(=O)(=O)N(C)C)cc3)cc2)n1	i	5.1%	-7.6%	1.3%	-11.3%	1.4%	i	0.2%	2.0%
C[C@@H](c1ccccc1)N1C[C@@H](COCc2ccccc2)Oc2cc(N3CC[C@H](O)C3)ccc2S1(=O)=O	-13.7%	u	u	u	-10.7%	x	i	1.7%	-16.1%
CCOC(=O)c1c(N)sc(C(=O)N(C)C)c1C	25.4%[57.5 µM]	7.2%	14.2%	-20.2%	7.3%	1.6%	i	-15.3%	-2.3%
Cc1ccc(-c2cc3ncc4c(n3n2)-c2cc(Cl)ccc2OC4)cc1	-17.0%	-9.0%	1.2%	7.1%	-10.9%	x	x	x	3.5%
COc1ccc(C(=O)N2CCN(C(=O)C3CCCO3)CC2)cc1[N+](=O)[O-] (configuration not stated)	-24.3%	-2.8%	10.4%	-25.0%	-7.8%	0.1%	i	-0.2%	-6.5%
CN(CC(=O)Nc1ccc(S(N)(=O)=O)cc1)C1CCCCC1	i	u	18.1%	21.7%	-6.7%	3.0%	i	-0.4%	-5.4%
Cc1cc2c(cc1S(=O)(=O)CCC(=O)NC1CCC(C)CC1)OCC(=O)N2 (configuration not stated)	i	-9.6%&10.4%	1.6%&-5.0%	-12.0%&-5.7%	-12.5%&-15.1%	1.6%	i	-4.5%	1.6%&3.4%
Cc1cc(C(=O)O)c(S(C)(=O)=O)s1	i	26.1%	16.9%	18.5%	6.5%	-15.4%	i	1.3%	-24.6%
COc1ccc(NC(=O)CN(C)C(=O)Cc2ccc(-c3ccccc3)cc2)cc1	-20.5%	29.0%	-19.9%	x	5.0%	-4.9%	i	4.5%	0.4%
O=S(=O)(Nc1ncccn1)c1ccc(-n2cnnn2)cc1	-3.6%	-2.9%	1.6%	-29.4%	0.0%	-0.3%	i	-2.4%	-13.0%

Next section
SMILES	PTHR1 agonist	TDP-43 yeast inh	GLP1R inv ag	FUS suppressor	Abeta yeast res	Mm-Cpn inhibitor	pAkt inh	aSyn rescue	HEK293 tox
COC(=O)C(c1ccccc1)C(C(=O)OC)c1ccccc1 (configuration not stated)	-8.5%	11.5%	-8.7%	-31.7%	-0.1%	-1.1%	i	1.2%	-9.4%
CC1CCC(C(C)C)C(OC(=O)C[n+]2cc(-c3ccc(Cl)cc3)n3c2CCCCC3)C1 (configuration not stated)	-32.7%[inhibitor]	-6.9%	u	22.8%	-7.4%	-0.5%	i	-11.0%	-18.2%
CCN1CCN(c2nc(N)c([N+](=O)[O-])c(Nc3cccc(C)c3)n2)CC1	i	-23.9%	-3.4%	x	0.0%	1.7%	i	2.5%	-4.7%
C/C(=N\NC(=O)C1CC1)c1ccc(OC(F)F)cc1OC(F)F	i	0.1%	-15.5%	-7.4%	-9.8%	1.7%	i	3.8%	u
Cc1ccc2c(CC(=O)OCC(=O)Nc3ccc(Cl)cn3)coc2c1	i	26.4%	8.2%	25.6%	1.4%	0.7%	i	-3.8%	1.5%
Oc1ccccc1C(=S)N1CCN(C(=S)c2ccccc2O)CC1	i	10.6%	u	-12.2%	-1.2%	0.9%	i	0.2%	-7.7%
COC(=O)/C(C#N)=C/c1cc(C)sc1C	i	12.7%	5.3%	0.5%	-5.9%	-1.0%	i	-6.4%	-23.0%
COc1ccc(NC(=O)CSc2nnc(C3CC3)n2N)cc1	i	-8.8%	8.3%	14.0%	-3.6%	2.2%	i	-6.1%	5.1%
Nc1ccn([C@@H]2O[C@H](CNCc3cccc4c3sc3ccccc34)[C@@H](O)[C@H]2O)c(=O)n1	-11.3%	26.9%	9.5%	-8.3%	2.5%	x	i	-0.3%	-7.0%
CCOC(=O)N1CCN(Cc2cccs2)CC1	-17.0%[57.5 µM]	0.0%	-13.1%	10.2%	21.3%	-2.8%	i	-0.6%	-7.1%
CC(C)Oc1ccc(C(=O)Nc2ccccc2N2CCCC2)cc1	i	u	u	7.2%	17.8%	-1.4%	i	-1.6%	-4.9%
COc1cccc(CNC(=O)Cn2ccc3cc(S(=O)(=O)N4CCCC4)ccc32)c1OC	7.6%&-15.3%	3.7%&13.0%	-0.1%&14.8%	-4.6%&8.7%	9.4%&-13.9%	0.7%	i	-2.6%	-8.4%&-5.0%
Cc1ccccc1CS(=O)(=O)CCC(=O)NCCCN1CCOCC1	i	14.3%	18.2%	16.4%	-1.1%	0.6%	i	0.3%	-6.9%
Cc1nc(N2CCCC2)c2c(C(=O)Nc3ccc(Br)cc3F)c(C)oc2n1	-13.0%	0.0%	u	29.3%	-25.8%	x	x	x	-0.7%
CCC(=O)Nc1ccc(NC(=O)c2cccc(OC)c2)nc1	i	4.0%	-4.8%	5.1%	-4.9%	0.6%	i	-5.8%	-11.1%
c1coc(-c2nc3nc4ccccc4nc3n2-c2ccc3c(c2)OCCO3)c1	i	7.1%	5.7%	12.5%	4.2%	-1.1%	i	1.7%	23.4%
CC1(C)Cc2c(C#N)c(N)sc(=S)c2CS1	i	10.2%	0.5%	36.7%	4.5%	-0.7%	i	2.6%	-2.9%
CCOC(=O)c1n[nH]n2c1nc(=O)c1ccccc12	i	-19.1%	-31.7%	-0.6%	-7.2%	-0.5%	i	7.4%	-10.9%
CC(C)C(=O)N1CCC(n2nccc2NC(=O)CCc2ccccc2)CC1	13.0%	19.6%	1.5%	-13.2%	14.6%	0.5%	i	1.2%	0.1%

Sorted by the number under FUS suppressor (lowest first): 5 from the list above
SMILES	FUS suppressor
COC(=O)C(c1ccccc1)C(C(=O)OC)c1ccccc1 (configuration not stated)	-31.7%
C/C(=N\NC(=O)C1CC1)c1ccc(OC(F)F)cc1OC(F)F	-7.4%
CCOC(=O)c1n[nH]n2c1nc(=O)c1ccccc12	-0.6%
CC(C)Oc1ccc(C(=O)Nc2ccccc2N2CCCC2)cc1	7.2%
Cc1ccc2c(CC(=O)OCC(=O)Nc3ccc(Cl)cn3)coc2c1	25.6%

Compound profiles, from the list above:
CCC(=O)Nc1ccc(NC(=O)c2cccc(OC)c2)nc1 in the list: PTHR1 agonist: i; TDP-43 yeast inh: 4.0%; GLP1R inv ag: -4.8%; FUS suppressor: 5.1%; Abeta yeast res: -4.9%; Mm-Cpn inhibitor: 0.6%; pAkt inh: i; aSyn rescue: -5.8%; HEK293 tox: -11.1%
c1coc(-c2nc3nc4ccccc4nc3n2-c2ccc3c(c2)OCCO3)c1 in the list: PTHR1 agonist: i; TDP-43 yeast inh: 7.1%; GLP1R inv ag: 5.7%; FUS suppressor: 12.5%; Abeta yeast res: 4.2%; Mm-Cpn inhibitor: -1.1%; pAkt inh: i; aSyn rescue: 1.7%; HEK293 tox: 23.4%
